PfM18AAP inh: blocks P. falciparum M18 aspartyl aminopeptidase; recombinant PfM18AAP, H-Glu-NHMec fluorogenic cleavage; inhibition, % at 7.35 µM; hit rate 1.2% among 290,000; AID 1822;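 active means inhibition above the campaign mean inhibition over all tested compounds plus 3 SD, cut at about 28% in these data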;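 further: 0% = plate median of test compound wells and 100% = 2 mM ZnCl2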
VIM-2 inh: blocks Pseudomonas aeruginosa VIM-2 metallo-beta-lactamase | inhibition, % at 5.6 µM | purified VIM-2, nitrocefin hydrolysis, epi-absorbance fluorescence | hit rate 0.89% among 290,000;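 active means inhibition above the mean of all tested compounds plus 3 SD, cutoff set per screening run, cut at about 7.5% in these data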;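 further: red hydrolysis product quenches plate fluorescence so inhibitors raise well fluorescence; 0% = enzyme with DMSO and 100% = DMSO without enzyme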
IDE cell activ: IDE (human) activation, cell-based | P14735 | HEK cells, FAbeta-B cleavage, fluorescence polarization; 0% vehicle, 100% cell-free pure enzyme wells | activation, % at 5.96 µM | hit rate 0.073% among 340,000;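 active means activation above the mean of all tested compounds plus 3 SD, set per screening campaign, cut at about 17% in these data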
NALP1 yeast inh: NALP1 inhibition | S. cerevisiae NALP1/ASC/caspase-1 growth, X-gal OD620, 72 h | inhibition, % at 10 µM | hit rate 0.61% among 280,000 | AID 2071; in the data active means inhibition mostly above about 24%, no sharp cut-off; inactive means mostly below about 32%; further: some compounds called inactive have numbers as strong as hits
PHOSPHO1 inh: PHOSPHO1 (human) inhibition; inhibition, % at 13.3 µM; hit rate 1.1% among 290,000; recombinant PHOSPHO1, absorbance phosphatase assay; AID 1565; Q8TCT1; in the data active means inhibition above about 60%
Target sequence (Q8TCT1 whole entry, looked up): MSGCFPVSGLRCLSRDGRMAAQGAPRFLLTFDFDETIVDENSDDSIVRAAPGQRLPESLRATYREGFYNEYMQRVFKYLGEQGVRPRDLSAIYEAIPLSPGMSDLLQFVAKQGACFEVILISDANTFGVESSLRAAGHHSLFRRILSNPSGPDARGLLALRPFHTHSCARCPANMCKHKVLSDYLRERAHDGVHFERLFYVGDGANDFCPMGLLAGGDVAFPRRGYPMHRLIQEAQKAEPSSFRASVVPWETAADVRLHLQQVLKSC
pCIP destab: lowers stability of the mouse p/CIP coactivator protein; hit rate 0.01% among 290,000; F442A p/CIP-EGFP cells, EGFP fluorescence, 16 h; AID 1984; Q05BA5; decrease of EGFP signal, % at 10 µM;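 active means EGFP signal decrease of at least 30% at 10 µM or well 3 SD below plate mean, unless failing retest; inactive means the rest, including hits failing retest or dose response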; further: some compounds called inactive have numbers as strong as hits; many of its hits are not listed in these tables
GPR7 antagonist: blocks human GPR7 receptor signaling | GPR7-expressing cells, fluorescence antagonist assay | AID 1861 | inhibition, % at 4.4 µM | P48145 | hit rate 1.1% among 290,000; in the data active means inhibition above about 16%, passing the limit was not always enough;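 further: cells stimulated with the agonist NPW; 0% = agonist with vehicle and 100% = vehicle without agonist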
Target sequence (P48145 whole entry, looked up): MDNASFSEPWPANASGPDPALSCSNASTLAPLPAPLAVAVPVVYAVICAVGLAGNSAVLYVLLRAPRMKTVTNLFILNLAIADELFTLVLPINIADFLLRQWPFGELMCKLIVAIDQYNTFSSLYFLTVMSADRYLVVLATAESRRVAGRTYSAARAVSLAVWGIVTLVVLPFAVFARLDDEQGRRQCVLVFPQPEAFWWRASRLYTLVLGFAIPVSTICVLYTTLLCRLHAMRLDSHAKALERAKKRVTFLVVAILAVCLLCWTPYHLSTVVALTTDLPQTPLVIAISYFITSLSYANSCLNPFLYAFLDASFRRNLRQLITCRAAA
IMP-1 inhibitor: blocks Pseudomonas aeruginosa IMP-1 metallo-beta-lactamase; purified IMP-1, nitrocefin hydrolysis, epi-absorbance fluorescence; inhibition, % at 5.6 µM; hit rate 0.45% among 290,000;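 active means inhibition above the mean plus 3 SD of all compounds in the same screening run, cut at about 4.5% in these data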;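 further: 0% = IMP-1 with DMSO and 100% = DMSO wells lacking enzyme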
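Assay system: purified IMP-1; Quantity: IMP-1 0.2 nM before substrate addition; Medium: HEPES buffer pH 7.1 with ZnSO4 and Brij 35; Incubation: 15 min enzyme–compound preincubation, then 25 min nitrocefin reaction, 25 °C; Signal: fluorescence quenching readout, ex 480/em 530 nm; Controls: DMSO with and without IMP-1; Repeats: singlicate testing.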
IDE cell inh: cellular human IDE inhibition; inhibition, % at 5.59 µM; P14735; AID 434962; hit rate 0.41% among 320,000; HEK cells, FAbetaB cleavage, fluorescence polarization;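 active means percent inhibition above the average of all tested compounds plus 3 SD, set per screening campaign, cut at about 16% in these data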;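 further: IDE supplied by intact live HEK cells; FP after avidin binding of uncleaved biotin substrate so inhibition keeps polarization high; 0% = DMSO wells and 100% = 60 µM reference IDE inhibitor Ii1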
* = called active by the depositor; / = not tested or not shown. Compounds were not picked by outcome; any-hit rate near 5.3%.

SMILES	PfM18AAP inh	VIM-2 inh	IDE cell activ	NALP1 yeast inh	PHOSPHO1 inh	pCIP destab	GPR7 antagonist	IMP-1 inhibitor	IDE cell inh
O=C(O)C(Cc1ccc(O)cc1)N1C(=O)c2ccccc2C1=O (stereo not drawn)	-2	-3.8	2	10	27	4	-8	-1.1	2
CCOc1ccc(N2CC(C(=O)N3CCN(C(=O)c4ccco4)CC3)CC2=O)cc1 (stereo not drawn)	-1	-1.2	1	18	2	-14	9	-0.3	-2
COC(=O)CC1SC(=O)NC1=Nc1cccc(C)c1 (stereo not drawn)	9	-2.3	3	4	-7	0	0	-2.4	-1
CC1CCCCC1NC(=O)CCCCCn1c(=S)[nH]c2ccccc2c1=O (stereo not drawn)	-4	-5.3	4	-5	63*	-4	2	-3.9	4
CC(C)(C)n1nnnc1C(c1ccc(C(F)(F)F)cc1)N(Cc1ccc(F)cc1)Cc1ccco1 (stereo not drawn)	6	-4.8	1	9	7	10	-4	2.1	-1
COc1cc(/C=C/C(=O)O)cc(S(=O)(=O)Nc2ccccc2C(=O)NCCc2ccccc2)c1OC	8	-2.1	5	11	28	-22	-14	1.1	6
COc1ccc(Br)cc1/C=C/C(=O)Nc1c(C)cccc1C	-4	-1.4	6	-2	58	-5	1	-2.3	-2
COc1ccc2oc(=O)c(/C(C)=N/Nc3ccccc3)cc2c1	1	-2.4	5	24	4	-6	-12	0.5	3
CCOc1ccccc1NC(=O)NCCC1=CCCCC1	0	-2.6	3	0	50	-5	-16	-2.8	2
O=C(O)CC(c1cccc([N+](=O)[O-])c1)N1Cc2ccccc2C1=O (stereo not drawn)	2	-2.6	7	9	30	-23	-10	-2.0	5
CSc1ccc(Cl)c(C(=O)OCC(=O)N(C)CCC#N)c1	-5	-1.6	5	6	40	5	0	-0.2	-3
COCCSc1nnc(NS(=O)(=O)c2ccccc2)s1	-4	-2.7	5	-10	-117	-2	-16	-3.7	-2

The results go on.
SMILES	PfM18AAP inh	VIM-2 inh	IDE cell activ	NALP1 yeast inh	PHOSPHO1 inh	pCIP destab	GPR7 antagonist	IMP-1 inhibitor	IDE cell inh
CC12CCC(c3c(C(=O)O)nn(-c4ccc(F)cc4)c31)C2(C)C (stereo not drawn)	9	4.0	0	-9	10	-5	7	-2.8	-3
Nc1c(C(=O)Nc2ccccc2Cl)nnn1-c1ccc2c(c1)OCCO2	-8	-2.0	0	-1	15	-28	0	-1.7	1
CC1(C)Cc2c(cnn2-c2cccc(F)c2)C(NC(=O)c2ccc[n+]([O-])c2)C1 (stereo not drawn)	-3	0.2	4	-5	27	12	-6	0.7	/
Nc1ccc2c(c1)Cc1cc([N+](=O)[O-])ccc1-2	5	-0.6	2	3	11	-43	14	-3.3	7
Cc1ccc(NC(=O)C2CCN(C(=O)c3ccco3)CC2)cc1C	3	-2.0	10	1	40	-6	-9	-2.5	-1
Cc1nc2nc(COc3ccccc3)[nH]n2c(=O)c1Cc1ccccc1	5	-4.3	-4	13	42	-11	-9	-4.0	1
COc1ccc(-c2nc(CN(Cc3cnn(C)c3)C(C)C)c(C)o2)c(OC)c1	0	-2.5	-2	6	31	-1	-11	-4.2	6
Cc1cccc2nc(CSc3ccccc3N)cn12	5	-0.9	2	/	/	/	-2	-0.9	7
CCOC(=O)C(CC)/C(C)=N\NC(=O)c1ccccc1O (stereo not drawn)	14	-3.7	4	8	-2	-5	0	-4.7	-2
Cc1ccc(C(C(=O)NC(C)(C)C)N(Cc2ccco2)C(=O)CCC(=O)Nc2nccs2)cc1 (stereo not drawn)	-2	-2.5	/	/	/	/	-6	-1.0	/
CCOc1cc(/C=N/N=C2/NC(=O)C(CC(=O)O)S2)ccc1OCc1ccc(Cl)cc1 (stereo not drawn)	-5	-0.7	4	15	-5	-1	9	-2.1	2
CCN(CC(=O)NCc1ccncc1)S(=O)(=O)c1ccc(OC)cc1	-2	-0.5	-2	-2	18	-1	-9	-2.9	-3

Next part.
SMILES	PfM18AAP inh	VIM-2 inh	IDE cell activ	NALP1 yeast inh	PHOSPHO1 inh	pCIP destab	GPR7 antagonist	IMP-1 inhibitor	IDE cell inh
O=C(c1cc(COc2ccc(F)cc2Cl)on1)N1CCSCC1	-7	-0.8	-18	5	34	-8	13	-1.3	5
O=C(c1ccco1)N1N=C(c2ccc(Cl)cc2)CC1(O)C(F)(F)F (stereo not drawn)	-6	0.6	1	29	28	1	-17	-1.0	-4
CCOC(=O)C1CCN(C(=O)c2cccs2)CC1	-3	-1.0	3	8	32	-9	3	-0.6	5
Cc1ccc2oc(C(=O)NC3CCS(=O)(=O)C3)cc(=O)c2c1 (stereo not drawn)	-1	-1.9	-1	-5	36	-8	11	-1.6	5
Cn1c(SCC(=O)N2CCOCC2)nc2cccnc21	-1	-1.6	7	18	18	-6	-10	0.1	-2
CCOC(=O)Cc1nnc(Nc2cccc(O)c2)c2ccccc12	-9	-1.9	6	1	2	-6	5	-4.5	1
COc1ccccc1N1CCN(C(=O)Cn2nnc(-c3cccs3)n2)CC1	4	-0.6	-6	13	-8	4	-9	-3.5	5
CC1=NN(C(=O)Cn2nc([N+](=O)[O-])cc2C)C(O)(C(F)(F)F)C1 (stereo not drawn)	3	-0.7	1	23	2	-2	-14	-3.0	-1
Cc1c(NC(=O)CSCc2ccccc2)cccc1C(=O)O	4	-1.1	4	2	44	1	-12	-3.6	3
COCCNC(=O)CSc1ccccc1C(=O)NCC1CCCCC1	5	-2.7	6	-2	2	7	0	-2.3	-1
CCCCCCCCCC(=O)Nn1cnc2ccccc2c1=O	3	-4.0	0	6	13	-9	1	-2.5	-6
Cc1cc(C)n(-c2nc3ccccc3c(=O)n2OCC(=O)Nc2c(C)cccc2C)n1	-5	-2.1	0	0	-16	-6	-8	0.7	3

Remaining list, next part
SMILES	PfM18AAP inh	VIM-2 inh	IDE cell activ	NALP1 yeast inh	PHOSPHO1 inh	pCIP destab	GPR7 antagonist	IMP-1 inhibitor	IDE cell inh
COc1ccc(C(=O)Nc2cccc(N(C)S(C)(=O)=O)c2)cc1OC	16	-2.2	1	6	0	-7	-11	-2.8	2
COc1ccc(/C=C/c2nnc(NC(=O)C(C)C)s2)cc1	0	-1.7	4	6	16	-9	-11	-2.7	2
CCOc1ccccc1CNC(=O)CCNS(=O)(=O)c1ccc2[nH]c(=O)oc2c1	-7	-0.5	1	14	16	-7	-6	-0.7	-2
Cc1c(Cl)cccc1N1C(=O)CC(N(O)c2ccccc2)C1=O (stereo not drawn)	33*	-3.0	-6	-4	1	-17	-3	-5.2	7
O=C(COC(=O)c1cn(-c2ccccc2)nc1-c1ccc(F)cc1)Nc1ncc(Cl)cc1Cl	-5	-3.0	-3	26	3	-1	1	-4.3	-2
CCOC(=O)N1CCN(C(=O)CS(=O)(=O)c2cn(Cc3ccc(Cl)cc3)c3ccccc23)CC1	-4	-3.0	4	39	2	6	-10	-1.9	-4
COc1ccc(CCNC(=O)NS(=O)(=O)c2ccc(C)cc2)cc1OC	4	-1.1	6	10	7	4	-3	-0.8	1
CN(Cc1ccco1)C(=O)c1ccc(OC2CCN(Cc3ccccn3)CC2)cc1	0	0.3	-5	6	28	-1	-6	-0.6	0
CN(C1CCCCC1)S(=O)(=O)c1ccc(S(=O)(=O)N2CCN(C(=O)c3ccccc3F)CC2)cc1	-6	-1.4	-1	23	19	-13	11	-1.1	6
CCCC(c1nnnn1CCc1ccccc1)N1CCC(C(N)=O)CC1 (stereo not drawn)	1	-2.6	3	-89	6	2	-14	-3.6	3
Nc1ccc(-c2cnc(-c3ccc(N)cc3)nc2)cc1	11	-4.3	3	-12	10	-16	-10	-2.7	5
COc1ccc(Cc2n[nH]c(=S)n2-c2ccc3c(c2)OCCO3)cc1	25	7.3	-1	0	1	3	0	-5.5	-1

Three compounds from above, ordered by formula weight, smallest number first:
SMILES	PfM18AAP inh	VIM-2 inh	IDE cell activ	NALP1 yeast inh	PHOSPHO1 inh	pCIP destab	GPR7 antagonist	IMP-1 inhibitor	IDE cell inh
Nc1ccc2c(c1)Cc1cc([N+](=O)[O-])ccc1-2	5	-0.6	2	3	11	-43	14	-3.3	7
CC1=NN(C(=O)Cn2nc([N+](=O)[O-])cc2C)C(O)(C(F)(F)F)C1 (stereo not drawn)	3	-0.7	1	23	2	-2	-14	-3.0	-1
O=C(c1ccco1)N1N=C(c2ccc(Cl)cc2)CC1(O)C(F)(F)F (stereo not drawn)	-6	0.6	1	29	28	1	-17	-1.0	-4

Other entries
SMILES	PfM18AAP inh	VIM-2 inh	IDE cell activ	NALP1 yeast inh	PHOSPHO1 inh	pCIP destab	GPR7 antagonist	IMP-1 inhibitor	IDE cell inh
COc1ccc(Nc2cc3n(c(=O)n2)CCc2cc(OC)c(OC)cc2-3)cc1	14	3.1	2	27	-2	8	6	0.6	0
COC(=O)CN1C(=O)CC(C)(C)Sc2ccccc21	2	-2.0	1	21	-14	-8	-5	-3.3	-3
COc1ccc(OCc2nnc(SCC(N)=O)n2N)cc1	0	-2.6	0	-5	7	-3	-1	-1.2	4
O=[N+]([O-])c1ccc(Oc2ccc(C(F)(F)F)cn2)cc1	4	1.0	2	-14	47	-13	4	0.4	0
Cc1ccc(NC(=O)C(=O)NCCc2c[nH]c3ccccc23)cc1C	-13	-0.2	4	28	20	-9	1	-1.9	3
O=S(=O)(Oc1ccccc1/C=N/n1cnnc1)c1ccccc1	7	-1.7	0	8	-10	28	2	-2.6	5
Cc1ccc2ncnc(NCCC(=O)O)c2c1	-2	0.4	5	15	0	-1	-2	-1.6	5
COC(=O)c1cc2c(ccn2-c2ccc(F)cc2)n1Cc1ccc(OC)cc1	-5	-3.1	4	-17	-12	-5	-13	-1.9	-5
CC(C(=O)NCCc1ccc(F)cc1)N1CCN(Cc2ccccc2)CC1 (stereo not drawn)	4	-2.3	5	12	-3	13	-3	-3.5	4
Cc1ccc(-c2nc(NC(=O)CSc3nnnn3-c3ccccc3)ns2)cc1	-2	-2.5	-1	19	21	-1	7	-3.9	1
O=C(COC(=O)c1ccc(O)cc1)Nc1ccc(OC(F)F)cc1	1	-0.9	1	-1	12	-4	1	-3.2	6
C/C(=C\C(=O)OCC(=O)NCc1ccccc1)C(=O)OCC(=O)NCc1ccccc1	-17	-0.1	-4	6	1	-19	-1	0.6	9
COc1cc(NC(=S)N2CCN(c3ccccn3)CC2)c(OC)cc1Cl	23	-1.0	-1	18	10	-2	1	-1.1	0
